Rpn11 block: blocks the human proteasome subunit Rpn11 | O00487 | hit rate 0.59% among 360,000 | calls only at 20 µM | human 26S proteasome, Ub4-pepOG fluorescence polarization; 20S core pre-blocked with epoxomicin | AID 588493;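 active = inhibition at 20 µM, scaled to each plate's controls, above about 33%, limit read from the data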
SKN-1 inh: C. elegans SKN-1 inhibition; inhibition, % at 21.8 µM; hit rate 0.49% among 360,000; C. elegans VP596 Pgst-4::GFP/RFP ratio, acrylamide-induced, 24 h;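 active = interference check ratio from 0.5 to 1.5 plus GFP to RFP signal ratio inhibition reaching or exceeding a fixed threshold, cut at about 30% in these data, passing the limit was not always enough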; also: some compounds called inactive have numbers as strong as hits
MT1-MMP act inh: blocks activation of human MT1-MMP | P50281 | HT1080 RFP-PRO-GFP cells, GFP/RFP ratio fluorescence, overnight; percent of plate control window, DMSO zero | GFP/RFP ratio change, % at 20 µM | hit rate 0.061% among 360,000 | AID 651647;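 active = GFP/RFP ratio change of at least 30% with cell ATP level not reduced by more than half and red fluorescence within 50% of control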; also: strong numbers were not always called active
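Test system: HT1080 RFP-PRO-GFP cells; Benchmarks: DMSO and RFP-L50D-GFP cell wells; Timing: cells overnight before dosing, compound overnight, 37 °C, 5% CO2; Compound: one 20 µM compound dose with 1% DMSO; Read-out: GFP/RFP fluorescence ratio.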
CendR NRP1 mod: NRP-1/CendR interaction modulation. O14786. FAM-RPARPAR peptide binding to NRP-1, fluorescence polarization. inhibition, % at 25 µM. hit rate 0.85% among 360,000;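 active = inhibition or corrected inhibition above about 18%, plus a signal ratio from 0.5 to 1.5, limit read from the data, passing the limit was not always enough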; also: strong numbers were not always called active
Scp1 inh: Scp-1 (human) phosphatase inhibition. AID 493091. Q9GZU7. Recombinant Scp1, phosphopeptide, malachite green phosphate absorbance. inhibition, % at 20 µM. hit rate 0.88% among 340,000;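 active = inhibition above about 50% at 20 µM, limit read from the data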;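 also: plate controls were DMSO wells with enzyme for no effect and wells lacking enzyme for full effect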
Target sequence (Q9GZU7 76-261 limits assumed): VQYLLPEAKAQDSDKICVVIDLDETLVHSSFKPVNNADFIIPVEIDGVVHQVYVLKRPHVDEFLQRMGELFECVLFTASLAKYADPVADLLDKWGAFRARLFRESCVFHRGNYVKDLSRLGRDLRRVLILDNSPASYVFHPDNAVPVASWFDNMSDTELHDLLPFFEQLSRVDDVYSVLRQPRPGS
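assay system = SCP-1 phosphatase catalytic domain, residues 76-261 | buffer or medium = 50 mM Tris acetate pH 5.5, 0.005% Tween-20, 10 mM MgCl2 | incubation = enzyme reaction 45 min at room temperature, colour 5 min, stabilisation 30 min | signal = Phosphate-binding colour reagent, absorbance read at 630 nm | measure = % inhibition at 20 µM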
DNMT1 inh: DNMT1 (human) enzyme inhibition; P26358; DNMT1 molecular beacon, Hinp1I cleavage, fluorescence; inhibition (reported as % activation of signal), % at 10 µM; hit rate 0.83% among 360,000; in the data active = inhibition above about 50%
STEP inh: blocks human striatal-enriched tyrosine phosphatase; P54829; recombinant STEP, OMFP fluorogenic substrate, fluorescence; inhibition, % at 20 µM; hit rate 0.25% among 360,000;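 active = inhibition at 20 µM, scaled per plate between control wells, above about 37%, limit read from the data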;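 also: 0% = DMSO with enzyme and substrate and 100% = substrate only without enzyme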
Target sequence (P54829 whole entry, looked up): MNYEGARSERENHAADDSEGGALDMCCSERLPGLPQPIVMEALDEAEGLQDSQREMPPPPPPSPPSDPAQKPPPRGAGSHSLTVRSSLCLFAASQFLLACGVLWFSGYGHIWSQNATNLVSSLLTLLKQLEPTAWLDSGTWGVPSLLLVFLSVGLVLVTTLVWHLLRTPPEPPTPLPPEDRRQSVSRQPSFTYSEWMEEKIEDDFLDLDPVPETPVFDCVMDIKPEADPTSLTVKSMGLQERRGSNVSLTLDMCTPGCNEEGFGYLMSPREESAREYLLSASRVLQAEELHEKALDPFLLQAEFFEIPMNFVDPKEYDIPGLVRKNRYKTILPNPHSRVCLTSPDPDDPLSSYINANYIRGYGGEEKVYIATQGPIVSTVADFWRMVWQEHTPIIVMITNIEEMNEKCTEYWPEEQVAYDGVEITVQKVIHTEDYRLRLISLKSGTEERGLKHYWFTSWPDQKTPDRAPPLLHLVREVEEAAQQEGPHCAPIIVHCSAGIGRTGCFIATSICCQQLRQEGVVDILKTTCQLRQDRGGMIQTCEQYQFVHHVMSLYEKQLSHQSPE
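medium = Bis-Tris buffer pH 6.0, 2.5 mM DTT, 0.005% Tween 20 | test system = STEP (striatal-enriched tyrosine phosphatase) enzyme, cell-free | measure = normalized % inhibition | compound dosing = 20 µM, 1% DMSO | also added = 25 µM OMFP | schedule = reaction 20 min, ambient temperature | measured by = fluorescence read at 480 nm ex / 540 nm em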
SUMO1 PPI mod: modulators of human SUMO1-mediated protein-protein interactions; SUMO1 binding to a labelled peptide, TR-FRET, 1 h; inhibition, % at 20 µM; hit rate 0.33% among 360,000; in the data active = inhibition above about 37%
Target sequence (P63165 whole entry, looked up): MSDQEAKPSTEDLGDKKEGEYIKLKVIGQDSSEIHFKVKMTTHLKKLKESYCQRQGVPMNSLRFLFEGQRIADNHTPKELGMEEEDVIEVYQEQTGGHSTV
NadD block: blocks S. aureus nicotinate mononucleotide adenylyltransferase. inhibition, % at 20 µM. purified NadD enzyme, colorimetric absorbance read-out. hit rate 0.78% among 360,000; in the data active = inhibition above about 26%; also: some compounds past the cut are filed as inactive
LMPTP block: blocks human LMPTP phosphatase | recombinant LMPTP-A, OMFP fluorogenic substrate, fluorescence intensity | AID 651560 | P24666 | inhibition, % at 20 µM | hit rate 0.22% among 360,000;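 active = compounds that cut the enzyme signal by at least half of the control window in the single-dose screen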;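 also: plate controls were DMSO wells with enzyme plus substrate for no effect and substrate without enzyme for full effect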
Target sequence (P24666 whole entry, looked up): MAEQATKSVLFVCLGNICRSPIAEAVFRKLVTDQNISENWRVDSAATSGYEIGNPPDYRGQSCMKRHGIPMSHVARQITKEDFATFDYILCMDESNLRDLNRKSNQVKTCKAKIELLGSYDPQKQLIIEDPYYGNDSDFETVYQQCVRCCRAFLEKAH
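Assay system: LMPTP-A, protein tyrosine phosphatase of low molecular weight / Medium: pH 6.0 Bis-Tris buffer with DTT and Triton X-100 / Schedule: 50 min enzyme reaction at room temperature, protected from light / Measured by: endpoint fluorescence intensity from OMFP dephosphorylation / Read-out basis: % inhibition relative to no-enzyme and uninhibited control wells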
Starred values were filed as active, the others as inactive; i = inactive; · = no result given; & = joins results of further samples; ! = not active in a repeat. Hits appear at their usual frequency; any-hit rate near 3.9%.

SMILES	Rpn11 block	SUMO1 PPI mod	CendR NRP1 mod	DNMT1 inh	Scp1 inh	NadD block	SKN-1 inh	MT1-MMP act inh	LMPTP block	STEP inh
COC(=O)c1cccc(NC(=O)C2CCCN2C(=O)c2cccs2)c1 (configuration not stated)	i	-2	4	2	0	-5	27	2	-1.9	-2
Cc1cc(/C=N/n2cnnc2)c(C)n1-c1ccc(OCc2ccccc2F)cc1	i	2	0	-11	3	2	10	-4	3.1	1
CCN(CC(=O)Nc1ccccc1C(F)(F)F)C(=O)c1ccc(NC(=O)c2cccs2)cc1	i	0	3	0	·	0	47*	1	0.3	2
Cc1ccc(Cl)cc1NC(=O)C1CCCCC1C(=O)O (configuration not stated)	i	-3	8	50*	-3	0	4	6	0.5	0
CCCOc1nc2c(c(=O)n(C)c(=O)n2C)n1C	i	-4	3	4	-7	-3	19	1	-1.2	-1
C/C(=N/NS(=O)(=O)c1ccc(C)c(C)c1)c1c[nH]c2ccccc12	i	1	20	3	-5	-5	22	3	4.0	-3
Cc1ccc(-c2c[n+](Cc3ccc(Cl)cc3)c3n2CCC3)cc1	i	2	12	0	3	-1	-10	-6	-0.8	-3
CCOC(=O)CNC(=S)N(Cc1ccco1)Cc1ccccc1Cl	i	0	-5	-2	-8	0	9	-7	0.4	5
CC(=O)Oc1cc(C(=O)OCC(=O)N2CCc3ccccc3C2)cc(OC(C)=O)c1OC(C)=O	i	7	-61	5	53*	8	-5	1	1.6	6
C#Cc1ccc([C@H]2C=C(C(=O)N3CCN(Cc4ccc5c(c4)OCO5)CC3)O[C@@H](OCC)[C@@H]2CCCO)cc1	i	5	-1	-9	-4	0	5	-2	1.5	1
CSc1ccc(NC(=O)c2cccnc2)cc1C#N	i	3	4	1	-9	3	11	2	-0.4	1
CCCCc1ccc(S(=O)(=O)N/N=C(/C)c2ccncc2)cc1	i	0	14	1	-2	-3	7	-1	-0.4	0
Cc1ccn(CC(=O)NC2CC(C)(C)Cc3c2cnn3-c2ccc(F)cc2)n1 (configuration not stated)	i	34	2	1	-7	-2	24	1	-1.9	-2
COc1ccc(-n2nc3c(c2NC(=O)CCCl)CSC3)cc1	i	-1	5	-13	-12	1	18	1	0.9	-1
CCc1ccc(Nc2nnc(SCC(=O)Nc3sccc3C(N)=O)s2)cc1	i	11	-17	-9	-14	17	16	-4	1.8	0
O=C(NCc1ccccc1Cl)C1CCN(C(=O)c2ccc(F)cc2)CC1	i	2	-2	1	·	0	12	-1	-1.1	-2
O=C(/C=C/c1cccc(F)c1)OCC(=O)c1ccc[nH]1	i	-9	-10	-4	1	-2	11	-2	1.3	2
c1ccc2c(N3CCOCC3)nc(-c3ccncc3)nc2c1	i	-3	-6	10	5	-3	3	-8	1.1	-2
Cc1nnc(NC(=O)CSc2nnc(C)n2Cc2ccccc2)s1	i	1	-15	3	0	2	7	2	-1.5	2
O=C(OCc1ccc(Cl)cc1Cl)c1ccncc1	i	-6	-8	1	-2	-7	9	0	-1.6	3
COc1ccc(/C=N/Nc2cc(C)nc3c(C)cccc23)cc1	i	-34	-2	45	1	-4	11	7	31	3
CCN(C(=O)Cn1c(=O)oc2ccccc21)c1ccc(C)c(C)c1	i	0	10	0	-4	-9	-20	1	-1.4	-2
CCN(CC)CCNC(=O)C1(c2ccccc2)CCCCC1	i	47*	14	-1	-7	2	-4	-2	14	-2
COc1ccc(NC(=O)CN(c2cc(C)cc(C)c2)S(=O)(=O)c2c(C)n[nH]c2C)cc1	i	3	-2	-2	9	-4	2	-4	-0.6	-1
COC(=O)c1ccc(C(=O)OC)c(NC(=S)N2CCN(c3cc(Cl)ccc3C)CC2)c1	i	-5	10	7	-16	5	10	6	0.6	5

Of the compounds above, these contain two or more sulfur atoms.
SMILES	Rpn11 block	SUMO1 PPI mod	CendR NRP1 mod	DNMT1 inh	Scp1 inh	NadD block	SKN-1 inh	MT1-MMP act inh	LMPTP block	STEP inh
CCc1ccc(Nc2nnc(SCC(=O)Nc3sccc3C(N)=O)s2)cc1	i	11	-17	-9	-14	17	16	-4	1.8	0
Cc1nnc(NC(=O)CSc2nnc(C)n2Cc2ccccc2)s1	i	1	-15	3	0	2	7	2	-1.5	2

Next section.
SMILES	Rpn11 block	SUMO1 PPI mod	CendR NRP1 mod	DNMT1 inh	Scp1 inh	NadD block	SKN-1 inh	MT1-MMP act inh	LMPTP block	STEP inh
CC(=O)CCSc1nnc(-c2cccc(S(=O)(=O)N3CCOCC3)c2)o1	i	3	14	1	-4	2	11	-2	-0.1	0
O=C(Nc1ccccc1N1CCOCC1)c1ccc2nc[nH]c2c1	i	-1	-6	-1	-1	-2	10	-4	1.4	-1
CCCCNC(=O)CC1N=C2c3ccccc3N=C(SCC(=O)Nc3cccc(C)c3)N2C1=O (configuration not stated)	i	-1	9	10	-5	5	-2	-4	0.7	2
CCCCCOCC1CC(C/C(C)=N/NC(N)=S)C(=O)O1 (configuration not stated)	i	2	-3	-3	-6	6	-2	-1	-0.7	-3
CCn1c(CC(=O)Nc2ccc(F)cc2)nnc1SCC(=O)NC1CCCC1	i	1	7	-1	9	-6	-6	1	-0.7	-2
CCC(CO)Oc1cc(NC(=O)c2ccccc2[N+](=O)[O-])c2ncn(C(C)C)c2c1 (configuration not stated)	i	-13	-8	-9	11	5	15	5	-0.2	0
O=C(Nc1ccc(F)cc1)C(=O)c1c(O)[nH]c2ccc([N+](=O)[O-])cc12	i	-9	9	-9	43	-3	-11	4	16	7
Cc1ccc2c(c1)C(c1ccccc1)N(C(=O)c1ccc(S(=O)(=O)N3CCOCC3)cc1)CC(=O)N2 (configuration not stated)	i	-3	1	-5	-1	5	10	-6	-0.4	-1
CCOC(=O)C1(Cc2ccccc2)CCN(Cc2cccc(OC)c2O)CC1	i	1	18	0	-1	-1	-4	-2	0.4	-2
O=[N+]([O-])c1ccccc1OCCOCCOc1cccc2cccnc12	i	-4	5	2	-2	3	-1	-2	0.1	-2
COc1ccc(CS(=O)(=O)c2ncn[nH]2)cc1	i	-2	-2	-6	-6	-8	29	1	-2.2	0
C[C@H](CO)N1C[C@H](C)[C@@H](CN(C)Cc2ccc(C(=O)O)cc2)Oc2c(NS(=O)(=O)c3cccs3)cccc2C1=O	i	5	-5	1	50*	-2	15	2	-1.2	5
CC1CCN(N=Nc2nc3c([nH]2)c(=O)n(C)c(=O)n3C)CC1	i	-16	5	3	-7	-2	13	2	0.7	1
CC1CN(C(=O)/C(=C/c2ccco2)NC(=O)c2ccccc2)CC(C)O1 (configuration not stated)	i	-6	2	-1	26	4	11	-3	1.4	-1
Cc1nn(C)cc1CNC(=O)c1cnn2c1NC(c1ccc(Br)cc1)CC2C(F)(F)F (configuration not stated)	i	-3	-10	-6	-5	0	-2	3	1.3	0
Cc1ccc2c(C)nc(Nc3nc(CSc4nnnn4-c4ccccc4)cc(=O)[nH]3)nc2c1	i	0	13	-6	-2	-2	12	6	7.5	4
O=C(CSc1nc2ccccc2c(=O)n1Cc1ccco1)Nc1cccc(O)c1	i	1	10	-8	-6	-2	9	-3	2.2	-2
Cc1cccc(NC(=O)COC(=O)c2ccccn2)c1	i	6	-11	-1	-6	-1	-1	1	0.9	-3
CC(C)[C@H](NC(=O)c1ccco1)C(=O)NCc1ccccc1	i	3	1	0	-8	2	11	2	-0.7	-1
N#CC(C(=O)Nc1ccc(Cl)c(Cl)c1)=C1Nc2ccccc2N1	i	4	3	65*	1	0	9	4	0.5	-2
Cc1cc(C)n2c(NC3CCCCC3)c(-c3ccc(F)cc3)nc2n1	·	4	-15	·	·	4	11	2	1.0	·
CCOC(=O)N1CCC(NC(=O)c2cc(C(=O)Nc3cccc(C(F)(F)F)c3)ccc2CO)CC1	i	1	8	0	-6	-8	-3	0	0.5	4
CCN(CC)S(=O)(=O)c1ccc2oc(C(=O)NCCCN3CCOCC3)c(C)c2c1	i	1	6	1	-12	-2	18	-4	-7.8	2
Cc1ccc(CN2CCN(CC(=O)NC(C)c3ccc4c(c3)OCCO4)C2=O)cc1 (configuration not stated)	i	1	2	4	-6	2	-6	-1	-1.0	1
O=C(NCc1ccc(F)c(F)c1)c1cccc2c(-c3cccnc3)coc12	i	5	-5	-2	·	0	11	6	2.1	1
COc1ccc(/C=C(\NC(=O)c2ccccc2)C(=O)NCCC(=O)O)cc1	i	0	5	0	-4	-6	-1	-1	-1.2	-2
CC(C)CNC(=O)C(=O)NCCC1CCCCN1S(=O)(=O)c1cccs1 (configuration not stated)	i	2	12	1	-4	-7	-6	1	0.3	-1
Cc1onc(-c2ccccc2)c1C(=O)Nc1ccccc1C#N	i	5&3	-8&-8	86*!	-18&-3	-5&-3	-8&-9	-4	-2.5&-2.0	3&2
CCOC(=O)C1=CN(Cc2cccc(Br)c2)S(=O)(=O)NC1C (configuration not stated)	i	-2	5	0	-4	-3	-1	1	0.5	0
CN(C(=O)COC(=O)/C=C/c1cccc([N+](=O)[O-])c1)C1CCS(=O)(=O)C1 (configuration not stated)	i	-25	-3	-1	-4	-1	-3	0	0.8	-2
Cc1ccc(Cc2nc3ccccc3[nH]2)cc1	i	-2	-9	-1	-15	-7	-9	1	0.6	-2
Cc1nnc(NC(=O)CSc2ccc3nnc(-c4ccccn4)n3n2)s1	i	14	-5	-2	3	3	7	-1	0.2	0
CC(=O)Nc1ccc(Oc2cc(N)cc([N+](=O)[O-])c2)cc1	i	-16	-5	-2	-1	-4	1	0	-0.6	0
CCOc1ccc(C(=O)Nc2ccc(-c3cc4ccccc4oc3=O)c(C)c2)cc1[N+](=O)[O-]	i	2	-5	20	60*	11	11	-3	13	4
COc1ccc(C(=O)NC2CCN(C(=S)Nc3ccc(C)c(C)c3)CC2)cc1	i	1	-5	1	8	4	-6	2	-1.1	1
COc1ccc(C(=O)CSc2nnc(CNC(=O)c3ccccc3)n2C)cc1	i	13	3	3	1	-2	-11	3	-0.3	-3
CC(C)OCCCNS(=O)(=O)c1ccc2ccccc2c1	i	-5	0	0	-11	-4	9	8	-0.6	-1
CCOC(=O)C1=CN(Cc2cccc(-c3ccc(F)cc3)c2)S(=O)(=O)N(C)C1C (configuration not stated)	i	1	-6	2	-1	-3	4	-5	2.9	2
COc1ccc(OC)c(NC(=O)NCCc2c[nH]c3ccccc23)c1	i	1	4	-3	-13	-4	5	3	0.7	2
